# TDP2 inh: TDP2 (human) inhibition, absorbance primary screen; O95551; recombinant TDP2, T5PNP hydrolysis, p-nitrophenol absorbance 415 nm; inhibition, % at 12.8 µM; 0.34% of 370,000 active; AID 720702;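 active means inhibition above the mean of all tested compounds plus 3 SD, set per campaign, cut at about 25% in these data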;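 further: 0% = DMSO with enzyme and 100% = buffer with substrate but no TDP2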
#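 Assay system: Recombinant human TDP2 | Quantity: 120 nM TDP2 per well | Incubation: 2 h at 37 °C | Signal: Epi absorbance | Evaluation: Percent inhibition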
# LEDGF integ inh: blocks HIV-1 LEDGF/p75-dependent DNA integration; TR-FRET IN-LEDGF/p75 DNA integration, Eu/Cy5; AID 743269; 0.64% of 370,000 active; inhibition, % at 3.7 µM;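 active means inhibition above the screen-wide mean plus 3 SD, cut at about 13% in these data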;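 further: signal is the Cy5 over europium emission ratio at 671 and 618 nm; 0% = plate median of compound wells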
# HTRA1 inh: inhibitors of human serine peptidase HTRA1. Q92743. 0.5% of 340,000 active. recombinant HTRA1, FP-rhodamine activity-based probe, fluorescence polarization. inhibition, % at 5.96 µM; in the data active means inhibition above about 36%;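 further: 0% = enzyme with DMSO and 100% = wells lacking enzyme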
# Target sequence (Q92743 whole entry, looked up): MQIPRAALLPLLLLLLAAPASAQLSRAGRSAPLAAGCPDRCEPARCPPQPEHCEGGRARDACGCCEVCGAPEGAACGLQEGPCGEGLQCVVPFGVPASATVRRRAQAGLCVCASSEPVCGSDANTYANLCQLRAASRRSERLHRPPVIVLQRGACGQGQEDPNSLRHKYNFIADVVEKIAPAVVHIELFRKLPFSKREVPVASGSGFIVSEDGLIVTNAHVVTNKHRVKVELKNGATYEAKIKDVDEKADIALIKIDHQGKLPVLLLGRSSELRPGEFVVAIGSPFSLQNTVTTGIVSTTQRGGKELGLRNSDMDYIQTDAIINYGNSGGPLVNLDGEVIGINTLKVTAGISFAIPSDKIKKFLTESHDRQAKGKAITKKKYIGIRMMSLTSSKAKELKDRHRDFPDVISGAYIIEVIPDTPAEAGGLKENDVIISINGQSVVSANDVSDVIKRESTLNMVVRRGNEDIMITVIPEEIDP
# TCR-CD3 inh: human TCR-CD3 binding inhibition; 0.37% of 360,000 active; TAMRA-labeled TCR probe fluorescence, biochemical; inhibition, % at 9.4 µM; in the data active means inhibition above about 19%;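 further: recombinant mutant TCR 2C K166C tagged with TAMRA read by polarization; 0% = receptor in buffer alone and 100% = receptor with positive control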
# UHRF1 MBD2 ctr: human UHRF1 methylated DNA binding inhibitors. 0.75% of 370,000 active. UHRF1 binding to methylated oligo, TR-FRET. inhibition, % at 4.4 µM. Q96T88; in the data active means inhibition above about 21%;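 further: UHRF1 SRA domain binding a hemimethylated CpG hairpin DNA probe; 0% = median of test compound wells and 100% = reference inhibitor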
# PRMT1 inh: PRMT1 (human) inhibition, primary screen; AID 652257; Q99873; inhibition, % at 2.79 µM; recombinant PRMT1, activity-based probe fluorescence polarization; 1.3% of 370,000 active;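 active means inhibition above about 21% made by adding two undisclosed values, limit read from the data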
# DDE Tn7 FP inh: DD(E)-Tn7 binding inhibition, primary FP screen; P02675; FP displacement of FITC-Tn7 peptide from fibrin DD(E); 0% = median of compound wells per plate; inhibition, % at 8.3 µM; 0.13% of 370,000 active; AID 720508;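 active means inhibition above the mean of compounds falling within the control limits plus 3 SD of them, cut at about 14% in these data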;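 further: 0% = plate median of compound wells and 100% = 10 µM Aha-Tn7 peptide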
#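 Measure: % inhibition scaled between sample-field median and high-control FP; Test system: human fibrin DD(E); Quantity: 2 µM final DD(E) protein; Doses: one dose, 8.3 µM nominal; Schedule: compound with protein 10 min, then 3 h after probe, room temperature; Detection: fluorescence polarization; Medium: Tris buffer with calcium and detergent, pH 7.8.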
# PG9 binder: binds the HIV-1 gp120 antibody PG9 | inhibition, % at 6.7 µM | TR-FRET gp120-PG9 antibody binding | 0.43% of 360,000 active; in the data active means inhibition above about 8.5%
# ABHD4 inh: ABHD4 (mouse) inhibition, primary FP screen; 0.54% of 370,000 active; AID 720543; purified mABHD4, FP-Rh probe fluorescence polarization; Q8VD66; inhibition, % at 8.92 µM;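 active means inhibition exceeding the mean over every tested compound plus 3 SD, cut at about 30% in these data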;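 further: 0% = plate median of compound wells and 100% = S159A mutant with DMSO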
#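 Assay system: mouse ABHD4 enzyme, wild type / Also added: fluorescent activity-based probe FP-Rh / Doses: single nominal dose of 8.92 µM, 0.89% DMSO final / Timing: 45 min compound pre-incubation plus 60 min probe step, 25 °C / Signal: FP readout, ex 525 nm / em 598 nm / Control set: S159A mutant/DMSO as 100%, compound-well median as 0%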
# SIAE inh: inhibitors of human sialic acid acetylesterase SIAE; 0.69% of 370,000 active; SIAE FP-Rh probe binding, fluorescence polarization; AID 1053197; inhibition, % at 9.66 µM; Q9HAT2;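 active means inhibition above a cutoff: mean of compounds within the control limits plus 3 SD of those, cut at about 17% in these data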;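 further: 0% = plate median of compound wells and 100% = probe without SIAE protein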
# Target sequence (Q9HAT2 whole entry, looked up): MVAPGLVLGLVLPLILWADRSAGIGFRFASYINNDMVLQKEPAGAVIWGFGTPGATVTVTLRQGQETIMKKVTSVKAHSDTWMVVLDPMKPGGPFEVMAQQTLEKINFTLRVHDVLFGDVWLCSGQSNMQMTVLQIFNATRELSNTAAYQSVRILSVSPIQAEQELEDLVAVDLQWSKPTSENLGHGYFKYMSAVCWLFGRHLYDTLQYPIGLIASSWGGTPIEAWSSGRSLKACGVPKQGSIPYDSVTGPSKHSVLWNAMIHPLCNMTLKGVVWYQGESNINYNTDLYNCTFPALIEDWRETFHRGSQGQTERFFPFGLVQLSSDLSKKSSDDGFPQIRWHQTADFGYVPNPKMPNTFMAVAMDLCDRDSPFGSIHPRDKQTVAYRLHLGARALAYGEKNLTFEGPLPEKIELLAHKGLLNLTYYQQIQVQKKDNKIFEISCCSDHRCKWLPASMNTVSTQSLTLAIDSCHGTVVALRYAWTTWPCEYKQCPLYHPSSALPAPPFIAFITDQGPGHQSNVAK
# Numbers without * were called inactive; . = not tested or not shown.
SMILES,TDP2 inh,LEDGF integ inh,HTRA1 inh,TCR-CD3 inh,UHRF1 MBD2 ctr,PRMT1 inh,DDE Tn7 FP inh,PG9 binder,ABHD4 inh,SIAE inh
O=S1(=O)CC=C(CSc2nc3ccccc3[nH]2)C1,-7,-6,0,3,0,4,2,-2.2,-1,7
c1ccc2c(c1)C1=NCCN1c1ccccc1-2,6,-2,4,-5,-12,2,-7,4.0,6,-26
CCNc1nc(NC(C)(C)C)nc(N(CC)n2cnnc2)n1,-9,1,-5,-2,1,-1,-4,-2.3,-7,1
O=C(COC(=O)c1cc(S(=O)(=O)N2CCCCC2)ccc1N1CCOCC1)c1ccccc1Cl,5,2,-41,-6,1,2,-2,2.1,-5,3
COc1ccccc1C(=O)NC(CCSC)C(=O)NC1CC1 (stereo not given),10,-2,9,7,-1,0,1,0.2,-5,0
CCOC(=O)C1CCN(Cc2cnc(Oc3ccc(OC)cc3)s2)CC1,-7,2,-3,-1,3,-2,0,-2.5,-7,-9
COC(=O)c1ccsc1NC(=O)CSc1nnnn1-c1ccccc1SC,1,-2,-26,8,0,-2,-6,-3.3,2,1
Cc1nc(C)c(-c2csc(Nc3ccccn3)n2)s1,3,-4,6,-5,1,3,6,-0.2,3,-1
CSc1ccc(CN(C)C(=O)C23CC4CC(CC(Cl)(C4)C2)C3)cc1,-2,-1,-23,9,-2,1,-3,-0.5,-2,-3
CC(=O)c1cccc(NC(=O)Oc2ccccc2)c1,10,-1,4,1,1,2,2,1.0,11,2
COc1cc(/C=N/Nc2ccc(Cl)cc2)ccc1OC(=O)c1cccs1,1,0,47*,1,-2,3,3,0.7,1,10
Cc1cccc2cc(/C=N/NC(=O)[C@H]3C[C@@H]3c3ccccc3)c(Cl)nc12,7,1,3,6,3,-2,-1,-0.7,4,2
COc1ccc(C2=NS(=O)(=O)N(C)C(C(=O)N3C(C)CCCC3C)=C2)cc1 (stereo not given),14,-1,-1,3,1,-6,-6,-1.7,-3,-4
O=C1/C(=C/c2ccccc2)Nc2ccccc21,3,2,-6,5,-6,0,1,-1.5,-3,1
CCOC(=O)c1c(C)nc(C)c2c(=O)oc3ccccc3c12,0,-5,-4,-11,4,6,-4,0.5,4,3
COc1cc(OC)c2ccc(=O)oc2c1C(CCN1CCCC(C)C1)c1ccc(N(C)C)cc1 (stereo not given),-6,1,1,-4,1,-2,6,-5.2,0,7
Cc1cccc(NCCC#N)c1,-9,-2,4,-4,1,4,1,-1.4,-10,0
C/C(=N\NC(=O)c1cccc(F)c1)c1ccc(Br)s1,-5,-1,2,-2,-2,-4,4,4.4,-2,6
COc1ccccc1CNC(=O)N[C@@H](Cc1ccccc1)C(=O)O,-5,3,1,2,7,6,8,1.1,-20,-4
Cc1cnc(=O)[nH]c1SCc1ccc([N+](=O)[O-])cc1,-13,3,-3,10,-2,-3,-4,-2.4,0,-6
COc1cc(CN2C[C@@H](CO)O[C@@H](n3cnc4c(NCc5ccco5)ncnc43)C2)cc(OC)c1OC,-2,-1,.,1,-2,3,-1,0.2,3,2
CCN(CC)S(=O)(=O)c1ccc(C)c(N=C=S)c1,-6,-1,5,-1,-1,-1,0,-0.5,-1,-1
O=C(Cn1nc(C(=O)O)c2ccccc2c1=O)NCc1ccco1,-6,-2,-3,-1,8,1,-4,-1.8,2,2
COc1cc(/C=C(\NC(=O)c2ccccc2)C(=O)N2CC3CC(C2)c2cccc(=O)n2C3)cc(OC)c1OC (stereo not given),-7,6,-1,-3,1,-8,5,0.2,-1,1
Cc1nn(C(=O)c2ccco2)c(C)c1Sc1ccc(Br)cc1,3,0,-4,0,0,0,6,-1.4,0,-2
CCOC(=O)[C@@]12CCCC=C1N(CCc1ccc(Cl)cc1)C(=O)[C@H]2CC(=O)NCc1ccccc1,3,0,.,.,-3,0,2,.,-8,3
COc1ccccc1NCC(=O)N/N=C/C=C/c1ccccc1,-4,-1,17,7,-1,0,-6,-4.6,6,1
COc1ccc(CNC2c3ccccc3-c3ccccc32)cc1OC,9,-1,-25,7,0,1,-9,-0.2,0,-4
COC(=O)CC1C(=O)NCCN1C(=O)Nc1cccc(Cl)c1 (stereo not given),1,-3,-13,2,-1,0,-5,-0.7,3,-5
O=C(Nc1cccc([N+](=O)[O-])c1)c1ccc2c(c1)OCO2,0,1,0,2,2,-1,-1,-2.2,2,-2
O=C(C1CCC(CNS(=O)(=O)c2cccs2)CC1)N1CCCCC1 (stereo not given),-20,6,1,-7,2,-4,1,-0.6,-6,-2
Cc1ccc(S(=O)(=O)N2CCN(C(=O)CCC(=O)NCCc3ccc(S(N)(=O)=O)cc3)CC2)c(C)c1,3,-1,-6,-5,44*,1,3,1.4,2,-1
COc1cccc(C(=O)NNC(=O)c2ccccc2Br)c1,8,0,6,1,-5,-1,4,0.7,3,-1
O=C(COC(=O)COc1ccc(Br)cc1)NNC(=O)c1ccccc1,1,-5,2,-2,0,1,0,0.3,5,4
CCOc1ccc2nc(NCCCNC(=O)c3cc(OC)c(OC)c(OC)c3)c(C#N)cc2c1,-1,-6,-2,-3,3,5,5,1.0,-3,-2
CCNS(=O)(=O)c1ccc2nc(NC(=O)c3cccnc3)sc2c1,-5,-1,-6,3,-2,2,-4,-0.2,-1,-5
Cc1ccc(NC(=O)CN2C(=O)N/C(=C/c3ccc(C)s3)C2=O)cc1,-2,-2,-6,5,-2,4,-1,-0.1,0,-11
Cc1cccc(NC(=O)CC2NC3CCCCC3NC2=O)c1 (stereo not given),-3,1,-2,2,-1,0,0,-1.2,4,5
O=C(Nc1cc(Cl)cc(Cl)c1)N1CCN(C(=O)C2CCCO2)CC1 (stereo not given),9,-2,2,-6,2,1,0,-1.3,-7,-3
O=C(CN1C(=O)C2C3c4ccccc4C(c4ccccc43)C2C1=O)Nc1ccccc1C(=O)O (stereo not given),-3,5,2,-3,0,-3,3,0.5,6,1
Cc1ccc(COC(=O)c2nn(C)c(=O)c3ccccc23)cc1,6,6,0,5,1,2,-6,-1.8,2,-9
NS(=O)(=O)c1ccc(CCNC(=O)Cc2ccc(Cl)cc2)cc1,10,-2,2,1,0,0,-2,-1.1,5,2
CCOc1cc(NC(=O)C2CCCO2)c(OCC)cc1NC(=O)C1CC1 (stereo not given),6,0,2,3,0,0,7,-0.4,4,1
O=C(COC(=O)CC1CC2CCC1C2)NCc1ccccc1 (stereo not given),-11,0,3,9,0,-6,0,0.3,-4,4
COc1ccc(/C=C2\SC(=O)N(CCNC(=O)C3CSC4(C)CCC(=O)N34)C2=O)cc1 (stereo not given),0,1,-4,-7,-3,3,5,-0.6,3,0
Cc1cc(/C=N/NC(=O)c2cccnc2)c(C)n1CC(C)C,-17,-6,31,-1,-2,4,-5,-1.0,3,4
C/C(=C\C(=O)c1ccccc1)Nc1ccc(Br)c(Cl)c1,3,-2,5,8,-2,-2,1,-1.5,4,18*
O=C(NCCCn1ccnc1)c1cc(-c2cccs2)on1,-13,6,1,-4,2,-1,-1,-2.1,-7,4
Cc1ccc(N2CCN(C(=S)Nc3ccccc3)CC2)cc1,7,1,-4,-5,-1,-8,0,-2.1,0,1
COc1cc(NC(=O)c2ccc(-c3c(C)noc3C)c3ccoc23)cc(OC)c1OC,-6,4,.,3,5,9,3,-0.3,-12,-4
Cc1cc(OCC(=O)Nc2ccccc2N2CCCC2)ccc1C(C)C,-2,-1,-8,-6,0,7,1,1.0,7,5
O=C(Nc1cccc(Cl)c1)c1nc[nH]c1C(=O)NCCCCNC(=O)c1[nH]cnc1C(=O)Nc1cccc(Cl)c1,4,0,7,-1,0,5,-2,0.1,2,-3
C#CCNC(=O)C[C@H]1C[C@@]2(C(=O)OC)C(=C[C@H](C(C)C)O[C@@H]2C2CC2)N(Cc2ccc3c(c2)OCO3)C1=O,-5,-1,.,.,-1,-2,-3,.,1,3
COc1ccc(-c2n[nH]c(C)c2-c2ccccc2OC)c(O)c1,1,-1,4,-5,-2,-3,0,0.5,0,3
CCOC(=O)c1cc(-c2ccccc2C)n(Cc2cc(C)no2)n1,9,-3,-3,3,0,2,-5,0.3,0,2
COc1ccc(C/C(C)=N/NC(=S)Nc2ccc(C(C)C)cc2)cc1,6,0,3,-5,-3,2,10,-0.5,3,4
COc1ccc(C2/C(=C(/O)c3ccc(Br)cc3)C(=O)C(=O)N2C)cc1 (stereo not given),-5,-5,-1,1,-4,2,-3,-0.5,2,-3
Cc1cc2nnc(SC3CCOC3=O)n2c2ccccc12 (stereo not given),12,2,6,-3,-3,0,-8,-3.0,1,3
O=c1[nH]nc(CNc2ccc(OC(F)(F)F)cc2)c2ccccc12,-10,3,-2,-7,6,3,-4,0.3,-23,-9
CN(C)/C=C/C(=O)c1cc(F)cc(C(F)(F)F)c1,10,2,-10,0,-1,0,-6,-1.3,-7,0

# The list continues:
SMILES,TDP2 inh,LEDGF integ inh,HTRA1 inh,TCR-CD3 inh,UHRF1 MBD2 ctr,PRMT1 inh,DDE Tn7 FP inh,PG9 binder,ABHD4 inh,SIAE inh
CC(c1ccccc1)C1C(C#N)=C(N)OC2=C1C(=O)CC(C)(C)C2 (stereo not given),2,0,-11,2,0,-1,-3,-1.9,-2,-4
CCCCCCN1C[C@H](n2cc(COC(=O)c3ccccc3)nn2)[C@@H](O)C[C@@H]1c1ccc(Cl)cc1,-5,1,-109,4,0,-1,-8,-2.5,-14,-8
O=C(Cc1ccc(S(=O)(=O)N2CCCCC2)cc1)NCc1ccc(Cl)cc1,0,3,-6,-8,2,-3,4,-2.4,-9,7
CCOC(=O)c1ccc(Oc2cc(C)nc(SC)n2)cc1,-6,4,-7,1,1,-3,4,-1.8,-2,-2
O=C(O)CCC(=O)NNC(=O)c1ccc(-c2ccccc2)cc1,10,-2,-4,2,4,0,4,-1.4,7,6

# Arranged by SMILES length (high to low): 5 of the compounds above
SMILES,TDP2 inh,LEDGF integ inh,HTRA1 inh,TCR-CD3 inh,UHRF1 MBD2 ctr,PRMT1 inh,DDE Tn7 FP inh,PG9 binder,ABHD4 inh,SIAE inh
O=C(CN1C(=O)C2C3c4ccccc4C(c4ccccc43)C2C1=O)Nc1ccccc1C(=O)O (stereo not given),-3,5,2,-3,0,-3,3,0.5,6,1
CCOc1ccc2nc(NCCCNC(=O)c3cc(OC)c(OC)c(OC)c3)c(C#N)cc2c1,-1,-6,-2,-3,3,5,5,1.0,-3,-2
COC(=O)c1ccsc1NC(=O)CSc1nnnn1-c1ccccc1SC,1,-2,-26,8,0,-2,-6,-3.3,2,1
Cc1cc(OCC(=O)Nc2ccccc2N2CCCC2)ccc1C(C)C,-2,-1,-8,-6,0,7,1,1.0,7,5
CCOC(=O)c1c(C)nc(C)c2c(=O)oc3ccccc3c12,0,-5,-4,-11,4,6,-4,0.5,4,3
